# NCOA2 inhibitor = inhibition of GAL4-SRC2 driven luciferase reporter, primary screen, SRC2 inhibitor project, cell-based, luminescence; Nuclear receptor coactivator 2 (Homo sapiens), Q15596; HEK293 GAL4-SRC2 luciferase reporter; inhibition, % at 9 µM; 370,000 tested, 0.17% active; AID 651957, 2012;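 active = inhibition above the mean inhibition of all tested compounds plus 3 SD, set per campaign, cut at about 52% in these data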;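 note: 0% = DMSO treated cells and 100% = cells given Gossypol at 36 µM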
# KKLEB cytotox = cytotoxicity in KKLEB CF airway cells, primary screen, cytotoxicity control for CF NF-kB inhibitor project, cell-based, uHTS, fluorescence assay plates | KKLEB CF airway cells viability, ATPlite luminescence, overnight; active compounds read low; cells stimulated with P. aeruginosa culture filtrate | 360,000 tested, 0.36% active | activity change (cytotoxicity), % at 5 µM;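 active = corrected activity change at or below -50% at 5 µM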
# CF NFkB block = inhibitors of PAF-induced NF-kB signaling, primary screen, cell-based, GFP fluorescence, uHTS | KKLEB NF-kB-GFP reporter, GFP fluorescence overnight | inhibition, % at 5 µM | 360,000 tested, 0.86% active | AID 588850, 2011;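 active = at least 50% inhibition at 5 µM, scaled per plate between neutral and stimulator controls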;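 note: PAF is a Pseudomonas aeruginosa culture filtrate used as stimulus; plate controls were PAF-stimulated DMSO wells for no effect and unstimulated DMSO wells for full effect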
# EBV LMP1 NFkB = EBV LMP1-driven NF-kappaB luciferase reporter inhibitors, primary screen, cell-based, luminescence, single point. LMP1-induced NF-kappaB luciferase reporter cells. inhibition, % at 12.5 µM. 350,000 tested, 0.69% active; in the data active = inhibition above about 41%;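 note: 0% = neutral control wells and 100% = reference inhibitor control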
# LRH-1 inv ag = LRH-1 (NR5A2) inverse agonists, primary screen, cell-based, luminescence, HEK293T, StAR-luciferase reporter; 360,000 tested, 0.13% active; inhibition, % at 3.6 µM; LRH-1 transfected, 24 h; Nuclear receptor subfamily 5 group A member 2 (Homo sapiens), O00482; AID 602396, 2012;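 active = inhibition above the mean inhibition of all tested compounds plus 3 SD, cut at about 73% in these data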;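 note: 0% = DMSO wells and 100% = reporter-only cells lacking LRH-1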
# TROY NFkB inh = inhibitors of TROY-driven NF-kB signaling, primary screen, Q293 LMP1-TROYcd cells, NF-kB luciferase, uHTS; Q293 LMP1-TROYcd NF-kB luciferase reporter, 4 h; inhibition, % at 10 µM; 360,000 tested, 0.98% active; AID 1347056, 2019;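 active = compounds whose plate-normalised and pattern-corrected inhibition of the luciferase reporter signal at the single screening dose is 50% or more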
# TRAIL sens C8 = viability loss with TRAIL in NB7+C8 cells, primary screen, TRAIL sensitizer project, cell-based, ATPlite luminescence; inhibition (viability loss, TRAIL sensitization), % at 10 µM; 360,000 tested, 1% active;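 active = compounds causing at least 50% loss of cell viability in the single-dose screen, relative to plate controls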
# NCOA3 inh = SRC3 coactivator transcriptional activity inhibitors, primary screen, cell-based, luminescence; Nuclear receptor coactivator 3 (Homo sapiens), Q9Y6Q9; HEK293 GAL4-SRC3 luciferase reporter; inhibition, % at 3.6 µM; 360,000 tested, 0.17% active;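 active = inhibition above a per-campaign cutoff, the mean of all compounds plus 3 SD, cut at about 60% in these data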;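 note: 0% = DMSO-treated cells and 100% = gossypol-treated cells at 36 µM; higher means less SRC3-driven luciferase light from the GAL4 reporter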
# TWEAK-Fn14 inh = inhibitors of TWEAK-Fn14 signaling, primary screen, luciferase reporter cells, uHTS; TWEAK-stimulated Fn14 reporter cells, luciferase luminescence, 8 h; inhibition, % at 10 µM; 360,000 tested, 2% active; in the data active = inhibition above about 50%
# SRC1 inh = SRC1 coactivator transcriptional activity inhibitors, primary screen, cell-based, luminescence; HEK293 GAL4-SRC1 luciferase reporter; inhibition, % at 3.6 µM; 360,000 tested, 0.12% active; AID 588354, 2011;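 active = inhibition above the campaign mean plus 3 SD, with each screening campaign given its own cutoff, cut at about 60% in these data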;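 note: 0% = DMSO treated cells and 100% = gossypol at 36 µM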
# NR2F2 inh = NR2F2 transcriptional activity inhibitors, primary screen, cell-based, luciferase reporter, HEK293T, luminescence; 370,000 tested, 0.7% active; COUP transcription factor 2 (Homo sapiens), P24468; inhibition, % at 8.6 µM; HEK293T NGFI-A luciferase reporter;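 active = inhibition above a per-plate cutoff, mean inhibition of test wells between control levels plus 3 SD, cut at about 38% in these data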;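 note: cells cotransfected with COUP-TFII expression vector driving the NGFI-A reporter; 0% = median of COUP-TF2 test wells and 100% = reporter-only cells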
# The depositor's hits bear a star; nt = no result given.
mol,EBV LMP1 NFkB,LRH-1 inv ag,KKLEB cytotox,TRAIL sens C8,TROY NFkB inh,TWEAK-Fn14 inh,SRC1 inh,NCOA3 inh,NR2F2 inh,CF NFkB block,NCOA2 inhibitor
O=C(OCc1ccccc1)N1C=CC2CC1c1c(Cl)cccc12 (stereo not drawn),0,-9,0,19,-2,9,0,1,18,-2,17
O=C(CN1CCN(C/C=C/c2ccccc2)CC1)NC(=O)NC1CCCCC1,1,-9,3,8,11,-11,-11,2,24,8,11
CCN(C(=O)c1cccc(S(=O)(=O)N(C)C)c1)C12CC3CC(CC(C3)C1)C2,12,-15,2,-9,-6,-5,30,3,19,-8,27
COc1cc(C(=O)OCC(=O)c2cc(C)n(CC3CCCO3)c2C)ccc1OCC(=O)N1CCOCC1 (stereo not drawn),2,-38,-7,11,25,10,-21,-18,4,-1,20
CC(=O)Nc1ccc(CN(C)c2c(C)nc3ccc(C(=O)N4CCN(c5ccccc5)CC4)cn23)cc1,nt,0,-17,3,8,-9,-14,-23,-3,18,-37
O=C(COc1ccc(Cl)cc1Cl)N(c1ccccn1)C1CCCCC1,2,-14,-13,-2,0,22,0,-9,9,-1,-23
O=C(NNC(=O)c1ccccc1-n1cccc1)c1ccc(Cl)cc1Cl,-5,-4,3,-13,-3,9,-23,12,-16,0,-9
O=C(Nc1ccccc1Br)C(=O)N1CCCC1,-2,-50,11,-5,-14,-1,-14,-35,-21,-5,-7
Cc1ccc(Cl)cc1N1CCN(C(=O)c2ccc3nc[nH]c3c2)CC1,14,-17,-9,-1,15,8,2,17,3,18,18
CC(NC(=O)c1ccccc1Cl)C1COc2ccccc2O1 (stereo not drawn),-8,-8,0,-7,-23,-12,-27,-29,-30,9,-47
Cc1ccc2nc(/N=C(\N)NC(=O)NC3CCCCC3)nc(C)c2c1,-11,4,-7,24,-18,-61,10,2,26,15,19
COc1nnc(-c2ccc(C(=O)N3C[C@@H]4C[C@H](C3)c3cccc(=O)n3C4)cc2)c2ccccc12,0,10,1,0,8,0,7,24,-10,-13,-23
Cc1ccc(OCCn2cnc3c2c(=O)n(C)c(=O)n3C)cc1,6,8,-13,16,-8,-3,6,24,8,6,-22
CCOC(=O)CN1C(=O)C(C)(C)Oc2ccc(C(=O)Nc3ccccc3OC)cc21,-5,-4,1,13,-5,22,-8,7,-1,12,2
CC(C)C(=O)Nc1nc(-c2ccccc2)ns1,-25,-134,14,39,-68,-3,-55,-66,-51,-7,-35
CCO/C(=C/c1sc2ccc(OC)cc2[n+]1CCCS(=O)(=O)[O-])CC,-3,22,-13,-3,-2,8,0,-7,2,-13,1
O=C(O)CN1C(=O)/C(=C\c2cc(Br)ccc2OCc2ccc([N+](=O)[O-])cc2)SC1=S,-2,-27,6,-2,10,-33,4,-15,-20,-20,-8
C=CCn1c(SCC(=O)Nc2nnc(CC)s2)nnc1-c1cccnc1,-8,12,-9,-9,5,3,-4,-7,-7,8,-11
CC(C(=O)NC1CC1)c1ncc(C(F)(F)F)cc1Cl (stereo not drawn),2,-16,-2,-6,4,3,6,18,-8,23,0
NC(=O)c1c(NC(=O)CCCC(=O)O)sc2c1CCCCCC2,6,7,-7,-7,4,3,8,-7,-7,14,-17
O=C(CSc1ncnc2sc3c(c12)CCC3)N1CCOCC1,-6,-8,-4,0,1,-13,8,-3,9,8,10
CCOc1ccc(NC(=O)c2c(N)n(C)c(=O)[nH]c2=O)cc1,-14,-36,-5,11,-55,-18,-27,-24,-2,26,-32
COC(=O)C1=C(C(=O)OC)[C@]2([C@H]3CCCCN[C@@H](Cc4ccccc4)C(=O)N3Cc3ccccc3)C=C[C@H]1O2,17,21,-14,8,10,16,12,12,13,13,22
CN1CCN(CCC(=O)Nc2cccc(F)c2)CC1,3,18,-3,-16,-5,-9,16,-28,2,6,-8
C=CCN(c1ccccc1Cl)S(=O)(=O)c1cc(C(=O)N2CCCC2)ccc1Cl,5,4,7,23,14,-4,8,7,17,-1,14
CC1CCN(C(=O)C2CCN(S(=O)(=O)c3cnc[nH]3)CC2)CC1,-2,-2,7,3,0,10,-2,11,-22,-16,-15
CSc1ncccc1C(=O)NCC12CC3CC(CC(C3)C1)C2,1,1,-8,-10,-16,9,9,1,14,15,-28
COC(=O)CC1=NN(c2ccc(OC)cc2)C(=O)C1,-2,-1,-3,-3,-1,22,-2,0,-5,-10,-40
CCOc1cccc(-c2nn3c(-c4ccco4)nnc3s2)c1,-7,-12,-14,9,-45,-36,-24,-26,-10,-10,-30
Cc1c(C)n(C)c2ccc(C(=O)NCCCN3CCN(c4ccc(F)cc4)CC3)cc12,-1,10,-2,10,20,-12,0,-3,4,13,-42
O=[N+]([O-])c1ccc(-c2cn(-c3ccccc3)c(=S)[nH]2)cc1,-9,-47,14,5,-54,-47,-57,-86,-37,-13,-14
COC(=O)c1ccc(NC(=O)c2ccccc2C(=O)Nc2ccc(C(=O)OC)cc2)cc1,0,-22,2,24,-39,-30,1,8,-5,-11,2
Cc1ccc(-n2nc3ccc(N)cc3n2)cc1C,-34,-99,1,27,-56,14,-67,-78,-7,9,-3
O=c1[nH]c(=O)n(C(c2ccccc2)(c2ccccc2)c2ccccc2)cc1N(CCO)CCO,-6,4,8,-6,8,16,11,1,-9,16,-39
Cc1sc2ncnc(SCC(=O)N3CCCC3=O)c2c1C,6,4,0,-3,-18,-3,3,-6,-13,-6,-14
COc1cc(OC)c(OC)cc1CN1CCN(Cc2ccc(C(F)(F)F)cc2)CC1,3,-3,-8,-16,7,-1,-2,4,16,6,21
CS(=O)(=O)N1CCN(C(=O)NC23CC4CC(CC(C4)C2)C3)CC1,-3,3,-24,-3,-2,2,-2,11,-1,2,-2
CC(=O)OCC1OC(OCc2cn(C[C@H]3CC[C@@H]([C@@H]4CC[C@H](Cn5cc(COC6OC(COC(C)=O)C(OC(C)=O)C(OC(C)=O)C6OC(C)=O)nn5)O4)O3)nn2)C(OC(C)=O)C(OC(C)=O)C1OC(C)=O (stereo partly drawn),-4,2,4,-10,2,2,13,17,-3,5,10
Cc1cc(C)n(C(=O)CCCC(=O)n2nc(C)cc2C)n1,2,17,1,-13,1,-17,14,-1,3,10,0
CC(=O)Nc1nc2ccccc2n1Cc1ccccc1Cl,-38,4,-11,18,37,-39,-48,-35,-29,-24,-71
COc1ccc(-c2noc(N3CCC(C(=O)NCc4ccccc4Cl)CC3)n2)cc1,2,-4,-39,2,23,38,-13,4,-13,44,-16
COc1ccc(C(=O)NC2CC2)cc1OC1CCN(Cc2ccccc2O)CC1,7,-3,-19,-30,3,-34,0,22,21,19,-1
COc1ccccc1NC(=O)CN1CCN(CC(=O)Nc2ccc(OC)c(OC)c2)CC1,nt,4,4,-1,21,13,21,-16,-6,-14,-18
Cc1cccc(-n2nnc(C(=O)NCc3ccccc3Cl)c2N)c1,12,-12,0,6,-12,-9,-11,11,-11,-7,2
O=C(CS(=O)(=O)c1ccc(Br)cc1)N1CCOCC1,-2,-3,15,16,9,-7,-1,-1,21,8,-31
CCN(CCC(=O)Nc1cc([N+](=O)[O-])ccc1OC)Cc1ccccc1,10,4,-5,0,-11,-1,10,13,-4,-8,2
O=C(COc1ccc(Cl)cc1Cl)NC(=O)NC1CCCC1,-42,-74,-19,-1,-29,-53,-69,-39,-79,24,-52
O=C1C(Nc2ccccc2)=C/C(=N/S(=O)(=O)c2cccs2)c2ccccc21,87*,79*,-91*,97*,48,97*,85*,87*,nt,100*,nt
CC(C)OC(=O)c1nnn(-c2nonc2N)c1CN1CCc2ccccc2C1,1,-6,0,1,16,0,-4,9,20,0,-49
COc1ccc(-n2nc3c(c2NC(=O)c2ccc(Br)o2)CS(=O)(=O)C3)cc1,nt,-11,4,-17,-8,-5,6,12,-16,-20,14
O=S(=O)(c1ccccc1Oc1ccc(Cl)cc1Cl)N1CCCCC1,5,19,-27,-11,4,0,-6,23,-12,20,3
CCOc1ccc(S(=O)(=O)N2CCC(C(=O)NCc3ccccn3)CC2)cc1,-6,5,-5,-9,7,12,-8,17,-13,6,6
O=C(NCc1ccc(-c2csnn2)cc1)c1cccs1,2,-11,-6,5,-21,9,14,20,12,12,8
Cc1ccc(S(=O)(=O)N2CCOCC2)cc1C(=O)OCC(=O)NCc1ccc2c(c1)OCO2,-5,24,-1,9,-7,-5,8,-2,14,8,-1
CC(NC(=O)c1ccc(N(C)C)cc1)C(c1cccs1)N1CCN(C)CC1 (stereo not drawn),-21,-23,-3,-15,62*,44,-5,5,-9,-25,-71
C=CCSc1nnc(NC(=O)C2=COCCO2)s1,-3,-57,-1,-6,-20,-3,-40,-72,-26,1,-58

# (cont.)
mol,EBV LMP1 NFkB,LRH-1 inv ag,KKLEB cytotox,TRAIL sens C8,TROY NFkB inh,TWEAK-Fn14 inh,SRC1 inh,NCOA3 inh,NR2F2 inh,CF NFkB block,NCOA2 inhibitor
Cc1ccc(C)c(Nc2nc(N)c3ccccc3n2)c1,-7,-69,7,35,48,14,-43,-65,-22,17,-71
CCOc1ccc(NC(=O)CNC(=O)c2nn(-c3ccc(OC)c(OC)c3)c(=O)c3ccccc23)cc1,8,-13,-13,10,-14,1,24,3,10,19,-17
CC(C)(C)OC(=O)NN1CC(=O)N2[C@@H](Cc3c([nH]c4ccccc34)C2(C)C)C1=O,-14,-30,14,-12,-3,20,11,8,4,19,24
Cc1cc(C)nc(NS(=O)(=O)c2ccc(NC(=O)c3ccc4c(c3)OCCO4)cc2)n1,3,-10,-4,-1,-5,0,8,12,4,-20,4
Cc1cc(Cn2nc(-c3ccccc3)cc2C(=O)NCc2cccs2)on1,-12,13,-8,4,-11,9,0,1,16,20,-2
Cc1ccc(S(=O)(=O)N2C[C@H]3n4c(=O)ccc(=O)n4C[C@H](OC(=O)Nc4c(C)noc4C)[C@@]3(O)C2)cc1,-7,6,-10,-4,-24,2,-11,3,3,-4,1
CCc1nnc(NC(=O)CCC(=O)N2CCN(C3c4ccccc4-c4ccccc43)CC2)s1,-6,-30,6,-5,78*,70*,-9,11,12,-6,-40
[N-]=[N+]=NCCN1CCN(Cc2ccccc2)CCC1=O,6,-8,-4,-17,-2,-16,-4,-4,-7,-3,-7

# Screens from PubChem BioAssay.
